# CXCR6 block: CXCR6 receptor inhibitors, primary screen, cell-based, beta-arrestin, luminescence, CHO-K1 PathHunter, 1536-well; C-X-C chemokine receptor type 6 (Homo sapiens), O00574; inhibition, % at 20 µM; 360,000 tested, 0.36% active; AID 602244, 2012; in the data active = inhibition above about 34%, passing the limit was not always enough;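 also: antagonist mode with CXCL16 agonist at 10 nM final; 0% = 10 nM CXCL16 with DMSO and 100% = unstimulated wells without agonist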
# Target sequence (O00574 whole entry, looked up): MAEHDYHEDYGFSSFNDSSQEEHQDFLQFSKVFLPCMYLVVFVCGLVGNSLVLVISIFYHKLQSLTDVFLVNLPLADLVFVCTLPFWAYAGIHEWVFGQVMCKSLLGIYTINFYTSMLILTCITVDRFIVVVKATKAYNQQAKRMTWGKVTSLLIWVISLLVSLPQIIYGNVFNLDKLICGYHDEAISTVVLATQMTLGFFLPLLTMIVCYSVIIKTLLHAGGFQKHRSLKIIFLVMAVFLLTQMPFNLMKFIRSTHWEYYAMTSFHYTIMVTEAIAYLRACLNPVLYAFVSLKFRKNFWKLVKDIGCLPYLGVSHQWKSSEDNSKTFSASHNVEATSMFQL
# * hit, by the source's call. This is a subset; count on the stated rates, not on these rows.
no. | structure | CXCR6 block
1 | c1cc(-c2ccc(N3CCOCC3)cc2)n2cnnc2c1 | 0
2 | COc1ccc(NC(=O)c2cc(-c3ccc(F)cc3OC(C)C)n[nH]2)c(OC)c1 | 10
3 | COc1cccc(-c2cnc(C(O)c3ccc(F)cc3C)[nH]2)c1 (stereo unspecified) | -3
4 | N#Cc1ccc(-c2cccc3nccn23)cc1 | -5
5 | C=C1CC(COc2ccc3c(C)c(Cl)c(=O)oc3c2)(c2ccccc2)OC1=O (stereo unspecified) | 37*
6 | Cc1ccc(S(=O)(=O)NC(=O)NCc2ccco2)cc1 | 8
7 | CN(C)c1ccc(CC(=O)N2CCCCC2c2cc(C(=O)Nc3ccccc3)no2)cc1 (stereo unspecified) | -8
8 | CC(=O)Nc1cccc(C(=O)OCC(=O)NC(=O)NC2CCCC2)c1 | 3
9 | COCOCCn1cc(CN2CCS(=O)(=O)N(Cc3ccc(-c4ccc(OC)cc4)cc3)C(C)C2=O)nn1 (stereo unspecified) | -8
10 | CCCC(=O)N1CCC1(C)C(=O)Nc1cc(-c2ccccc2)nn1C (stereo unspecified) | 0
11 | CN1CCN(c2cccc3c2S(=O)(=O)N[C@@H](Cc2ccccc2)CO3)CC1 | 7
12 | Cc1ccc([C@H]2C[C@H](n3cc(C4CC4)nn3)[C@@H](O)CN2Cc2cccs2)cc1 | 1
13 | Cn1nc(C(C)(C)C)cc1NC(=O)C1(C)CCN1C(=O)C1(c2ccccc2)CCCC1 (stereo unspecified) | 11
14 | CC(C)CNC(=O)C1(C)CCCN1C(=O)CSc1ccccc1 (stereo unspecified) | 7
15 | CCCCC(=O)NC(=S)NNC(=O)c1ccc(Cl)cc1Cl | 16
16 | CCOc1ccc(S(=O)(=O)N2CCOCC2)cc1NC(=O)CSCC(=O)Nc1ccc(OC)cc1 | 4
17 | Nc1ccc(Cn2ccc3c4c(N)nc(N)nc4ccc32)cc1 | 5
18 | Cc1cc(C)cc(OCC(=O)NNC(=O)CC(C)c2ccccc2)c1 (stereo unspecified) | -8
19 | C[C@@H]1CN([C@H](C)CO)C(=O)CCCn2nncc2CO[C@H]1CN(C)S(=O)(=O)c1ccc(Oc2ccccc2)nc1 | -3
20 | Cn1nc(C(C)(C)C)cc1N1C(=O)CCC1(C)C(=O)NC1CCCCC1 (stereo unspecified) | 1
21 | COc1cccc(C(C)(O)c2nc(-c3ccc(F)cc3OC)cs2)c1 (stereo unspecified) | -1
22 | COc1ccc(CCNC(=O)c2ccc(CS(=O)(=O)Cc3ccc(C)cc3)o2)cc1OC | -1
23 | Cn1c(=O)c2[nH]c(NN=Cc3ccc(Br)cc3)nc2n(C)c1=O | -1
24 | CCCCNS(=O)(=O)c1ccc(NC(=O)C(Sc2ccccc2)c2ccccc2)cc1 (stereo unspecified) | -7
25 | O=C(Cn1c2c(sc1=O)C1c3ccccc3OCC1CS2)Nc1ccc(Cl)c(Cl)c1 (stereo unspecified) | -3
26 | COc1ccc(Nc2c(C3CC3)nc3nc(C)cc(C)n23)cc1 | -5
27 | Cc1nc2ccccn2c(=O)c1NC(=O)c1ccco1 | -2
28 | CC1(C(=O)Nc2ccc3ccccc3c2)CCC(=O)N1CCCn1ccnc1 (stereo unspecified) | -9
29 | CC(=O)c1ccc(-c2cnc3c(NC=O)cc(-c4ccccc4Oc4ccccc4)cn23)cc1 | 10
30 | CC1N=C(SCC(=O)c2ccc(F)cc2)N2C(C)N=C(SCC(=O)c3ccc(F)cc3)N12 (stereo unspecified) | 7
31 | O=c1[nH][nH]c2c1[C@@H](c1ccc(F)cc1)O[C@H](CCc1ccccc1)C2 | -3
32 | CCc1nc2c(OCCOc3ccc(F)cc3)cccn2c1N(C=O)Cc1ccccc1 | -1
33 | COc1cc(/C=C(\C#N)C(=O)Nc2cccnc2)ccc1OC(C)C | 4
34 | CCC(C)/C(C)=N/NC(=O)c1ccc(COc2ccc(Cl)c(C)c2)cc1 (stereo unspecified) | -13
35 | Cc1ccc(C)c(S(=O)(=O)N2CCN(C(=O)CNC(=O)c3sc4ccccc4c3Cl)CC2)c1 | 6
36 | CCC(=O)N1CCC(C)(C(=O)NCc2ccc(F)cc2)C1 (stereo unspecified) | -2
37 | O=C1NC[C@H](Cc2ccccc2)N(C[C@@H]2CCCN2C[C@H](Cc2ccc(O)cc2)N2C[C@H](Cc3ccccc3)N(CC3CCCCCC3)C(=O)C2=O)C1=O | 3
38 | C[C@H](CO)N1C[C@H](C)[C@@H](CN(C)Cc2ccc3c(c2)OCO3)OCc2cnnn2CCCC1=O | 0
39 | Cc1ccc(-c2cnc(C(O)c3c(C)cccc3C)[nH]2)cc1 (stereo unspecified) | 7
40 | Cn1c(NCC2CCCCC2)nc2cc(-c3ccsc3)sc2c1=O | 3
41 | COC(=O)C[C@@H]1C[C@H]2c3cc(NS(=O)(=O)c4ccccc4)ccc3O[C@H]2[C@@H](CO)O1 | -16
42 | CSc1nnc2sc3cc(C)ccc3n12 | -3
43 | COc1cccc(S(=O)(=O)N(C)C[C@H]2OCc3cnnn3CCCC(=O)N([C@H](C)CO)C[C@@H]2C)c1 | 3
44 | NC(=O)c1csc(C2OC(CO)C(O)C2O)n1 (stereo unspecified) | 3
45 | CC1CCN(C(=O)c2ccc3c(c2)C(=O)c2ccccc2-3)CC1 | 1
46 | CN(C)C(=O)c1cccc(-c2cnc3c(NC=O)cc(-c4cccc(F)c4)cn23)c1 | -2
47 | CC(C)(C)C(=O)c1c(N)[nH]c(C(=O)c2ccccc2)c1-c1ccc(F)cc1 | -3
48 | COC(=O)[C@]12CCCCC=C1N(Cc1cccc3ccccc13)C(=O)[C@H](CC(=O)N1CCN(C(=O)C3CC3)CC1)C2 | 3
49 | CSc1ccc(C2=C/C(=C3/SC(=S)NC3=O)c3ccccc3O2)cc1 | 45*
50 | O=C(NCc1cccc(Cl)c1)C1Cc2c(-c3ccccc3Oc3ccccc3)ccnc2O1 (stereo unspecified) | 15
51 | CCOC(=O)c1sc(N2C(=O)C(O)=C(C(=O)c3ccco3)C2c2cccc([N+](=O)[O-])c2)nc1C (stereo unspecified) | 1
52 | CN1OC[C@@H]2CN(Cc3ccc(Cl)cc3)[C@H](c3cccc(Br)c3)C[C@@H]21 | 3
53 | O=C(c1cccc([N+](=O)[O-])c1)n1nc(-c2ccccc2)nc1NCc1ccccc1 | 8
54 | Cc1ccc(NC2C(=O)NC(=O)NC2=O)cc1 | -2
55 | COc1cc(NS(=O)(=O)c2ccc(NC(=S)NC(=O)c3sc4ccccc4c3Cl)cc2)ncn1 | 6
56 | N#Cc1c(NCCN)nc(NCc2ccccc2)c2c1CCN(Cc1ccccc1)C2 | 1
57 | CC1(C)N=C(c2ccccc2)C(c2ccccc2)=N1 | 2
58 | Cc1nc(-c2cccc(NC(=O)c3ccc(Cl)c(S(=O)(=O)N4CCCC4)c3)c2)cs1 | -4
59 | CN(N=Cc1ccccc1O)c1ccc2ccccc2n1 | 6
60 | CN1CCN(c2ccc([N+](=O)[O-])cc2/C=N/NC(=O)c2ccc(F)cc2)CC1 | -5

# Reprinted at random: two compounds from above
no. | structure | CXCR6 block
31 | O=c1[nH][nH]c2c1[C@@H](c1ccc(F)cc1)O[C@H](CCc1ccccc1)C2 | -3
26 | COc1ccc(Nc2c(C3CC3)nc3nc(C)cc(C)n23)cc1 | -5

# (listing goes on)
no. | structure | CXCR6 block
61 | CCCCc1ccc(NC(=S)Nc2ccc(Cl)c(S(=O)(=O)N(C)C)c2)cc1 | -6
62 | CC(O)(c1ccc(F)c(F)c1)c1nc(/C=C/c2ccc(C(F)(F)F)cc2)cs1 (stereo unspecified) | -4
63 | N#Cc1ccc(-c2nc3c4ccccc4ccn3c2Cc2ccccc2C(F)(F)F)cc1 | 1
64 | CNc1cc(-c2cnn(CC(C)C)c2)ncn1 | 3
65 | COc1ccc(NC(=O)CNc2ccc(OC)c(S(=O)(=O)N3CCOCC3)c2)cc1 | 5
66 | CCn1c(=O)c2[nH]c(Cl)nc2n(CC)c1=O | -1
67 | O=C1c2ccccc2C(=O)N1CCc1c(-c2[nH]c3ccccc3c2CCN2C(=O)c3ccccc3C2=O)[nH]c2ccccc12 | 4
68 | CCN(CC)C(=O)C1=C(C)N(CCC2=CCCCC2)C(=O)C(CC(=O)NCCN2CCOCC2)C1 (stereo unspecified) | 4
69 | Cc1c(NS(=O)(=O)c2cccc(C(=O)NC(C)c3ccccc3)c2)c(=O)n(-c2ccccc2)n1C (stereo unspecified) | 0
70 | C=CCN(CC=C)Cc1cc(=O)oc2cc(C)ccc12 | -7
71 | COc1ccc2c(Cl)cc(NC(=O)Nc3c(C)cccc3C)nc2c1 | 0
72 | C[C@H](O)[C@@H]1C(=O)N2CCc3c([nH]c4ccccc34)[C@@H]2C[C@@H]1N(C)C(=O)Nc1ccccc1 | 0
73 | Cc1ccc(S(=O)(=O)N2CCOCC2)cc1NC(=O)CSc1nnc(COc2ccccc2F)n1N | 4
74 | O=C(NC1CCCC1)C1c2ccccc2OCC(=O)N1Cc1ccccn1 (stereo unspecified) | 6
75 | CC(=O)Nc1c(Cl)cc(Cl)c2c1Cc1cc(Cl)ccc1-2 | -8
76 | O=[N+]([O-])c1ccc2c(c1)C(=NO)c1cc(Cl)c(Cl)cc1-2 | 15
77 | CCCc1nc2c3ccccc3ccn2c1CC1CCCCC1 | 9
78 | CCCCCc1c(-c2cccc(Br)c2)ncn1CCc1ccccc1OC | 8
79 | CCOc1ncccc1C(=O)NC(C)CCc1ccccc1 (stereo unspecified) | -1
80 | CCCCCCCCN1C(=O)[C@H](CC(=O)NCC2CCCCC2)C[C@@]2(C(=O)OC)CCCCC=C12 | 16
81 | CCOc1ccccc1C=NNC(=O)CCCCC(=O)NN=Cc1ccccc1OCC | 7
82 | Cc1ccc(S(=O)(=O)N2CCC(C(=O)N3CCN(c4ccccn4)CC3)CC2)cc1C | -2
83 | COc1cccc(C(O)c2ncc(-c3ccccc3Cl)[nH]2)c1 (stereo unspecified) | 2
84 | O=[N+]([O-])c1ccc(Nc2ccc(F)cc2)nc1 | 12
85 | O=C(O)c1ccccc1-c1ccccc1C(=O)Nc1ccc2c(c1)[nH]c(=O)c1ccccc12 | 5
86 | CC(=O)N1C[C@H]2CON(C)[C@H]2C[C@H]1c1ccc(-c2ccccc2)cc1 | -1
87 | OC[C@@H]1CN(Cc2ccccc2)C[C@H](n2cnc3c(Nc4ccccc4)ncnc32)O1 | -11
88 | COc1cccc(CCOC(=O)c2c(-c3ccsc3)oc3c2C(OC(C)=O)CCC3)c1 (stereo unspecified) | 4
89 | COc1cccc(-c2cnc3c(NC(C)=O)cc(-c4ccsc4)cn23)c1 | 17
90 | COc1ccc(OC)c(NC(=O)c2cc(-c3cc(F)ccc3OCC3CCCO3)n[nH]2)c1 (stereo unspecified) | -4
91 | O=C(NC1CC1)c1cccc(-c2cncc3nccn23)c1 | 0
92 | CC(C)CC1C(=O)N(Cc2cn(Cc3ccco3)nn2)CCS(=O)(=O)N1Cc1ccc(-c2cccc(N(C)C)c2)cc1 (stereo unspecified) | 4
93 | CCCCc1c(-c2ccccc2OC)ncn1CCc1ccccc1Cl | -2
94 | COc1cccc(N2CCN(C(=O)c3ccc(Cl)c(S(=O)(=O)N4CCCCCC4)c3)CC2)c1 | -1
95 | CCc1nc2ccc(C(=O)NCc3ccc4c(c3)OCO4)cn2c1N(C)Cc1cccs1 | 10
96 | CC(=O)OC1(C(C)=O)CCC2C3CC(Cl)C4=CC(=O)CCC4(C)C3CCC21C (stereo unspecified) | -9
97 | Cc1noc(C)c1CSCC(=O)Nc1ccccc1N1CCCC1 | -4
98 | O=C(OCC(=O)c1c[nH]c2ccccc12)c1ccc(OC(F)F)cc1 | -4
99 | COCCNC(=O)C1(C)CCCN(C(=O)c2c(-c3ccccc3)noc2C)C1 (stereo unspecified) | -6
100 | O=C(O)Cc1ccc(NC(=O)c2ccc3c(c2)C(=O)N(Cc2ccccc2)C3=O)cc1 | 4
101 | CCOc1ccc(NS(=O)(=O)c2ccc(C(=O)NCC3CCCO3)cc2)cc1 (stereo unspecified) | -6
102 | COc1cc(-c2cc(NC(C)=O)c3ncc(-c4ccc(C(C)=O)cc4)n3c2)cc(OC)c1OC | 0
103 | NC(COCc1ccccc1)c1csc(Nc2ncccn2)n1 (stereo unspecified) | 6
104 | Nc1ncnc2nn(C3OC(CO)C(O)C3O)nc12 (stereo unspecified) | 5
105 | Nc1cccc2c(=O)[nH][nH]c(=O)c12 | -10
106 | COc1ccc(C(O)c2ncc(-c3ccccc3F)[nH]2)cc1 (stereo unspecified) | 0
107 | COc1ccc(OCC(CO)N2CCN(c3ccccc3)CC2)cc1 (stereo unspecified) | 4
108 | COc1cccc(-c2oc3c(c2C(=O)OCCN2CCCCC2)C(O)CCC3)c1 (stereo unspecified) | 4
109 | O=C(c1ccc(N2CCOCC2)c([N+](=O)[O-])c1)N1CCN(c2ccccc2)CC1 | -9
110 | O=C1NC[C@H](Cc2ccccc2)N(C[C@@H]2CCCN2C[C@H](Cc2ccccc2)N2C[C@H](Cc3ccccc3)N(CCc3ccccc3)C(=O)C2=O)C1=O | 2
111 | O=C(C1CCCCC1)N1C[C@@H](O)[C@H](n2cc(-c3ccc(F)cc3)nn2)C[C@@H]1c1ccccc1 | 0
112 | CCn1c(O)c(N=NC(=O)CNC(=O)c2ccccc2F)c2ccccc21 | 1
113 | C[C@H](CO)N1C[C@H](C)[C@@H](CN(C)C(=O)CCC(F)(F)F)OCc2cnnn2CCCC1=O | -5
114 | COCCNC(=O)C1(C)CCCN(Cc2ccc3ccccc3c2Br)C1 (stereo unspecified) | -2
115 | C=CCNC(=O)c1onc(CSc2ccc(OC)cc2)c1C(=O)O | -4
116 | O=C(NC(c1ccc(F)cc1)c1ccc2ccccc2n1)C1CCN(CCOc2ccc(F)cc2)CC1 (stereo unspecified) | 12

# Filtered by structure: the entries above with a nitro group on carbon (six)
no. | structure | CXCR6 block
51 | CCOC(=O)c1sc(N2C(=O)C(O)=C(C(=O)c3ccco3)C2c2cccc([N+](=O)[O-])c2)nc1C (stereo unspecified) | 1
53 | O=C(c1cccc([N+](=O)[O-])c1)n1nc(-c2ccccc2)nc1NCc1ccccc1 | 8
60 | CN1CCN(c2ccc([N+](=O)[O-])cc2/C=N/NC(=O)c2ccc(F)cc2)CC1 | -5
76 | O=[N+]([O-])c1ccc2c(c1)C(=NO)c1cc(Cl)c(Cl)cc1-2 | 15
84 | O=[N+]([O-])c1ccc(Nc2ccc(F)cc2)nc1 | 12
109 | O=C(c1ccc(N2CCOCC2)c([N+](=O)[O-])c1)N1CCN(c2ccccc2)CC1 | -9

# From PubChem BioAssay
